Screening results (PubChem)
TGFb inhibitor: inhibitors of TGF-b signaling. HepG2 CAGA-GFP TGF-b/SMAD3 reporter, GFP fluorescence, 18 h; TGF-beta stimulated, 500 pg/mL final. actives 1.2% (n = 410,000). AID 588855. Potency, µM (top dose mostly 46.1 µM), without a hit: at the highest dose activity, negative = inhibition, hits mostly inhibitors; also: potency is read from the fitted curve at half-maximal effect; % is scaled to controls: 0 for no effect and ±100 for the full control effect; nearly all actives have a fitted effect of over 65% in size
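HEPG2 CAGA-GFP reporter cells (1000/well, DMEM with 1% FBS) received compounds, then recombinant TGF-beta at 500 pg/mL final for 18 hours at 37 degrees C. Per-cell GFP summed per well was normalised to unstimulated and stimulated DMSO controls before curve fitting.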
Abeta yeast res: A-beta toxicity reversal in yeast; actives 0.063% (n = 410,000); Potency, µM (top dose mostly 46.1 µM), without a hit: at the top dose growth rescue, usual class: activators; yeast expressing A-beta42, growth rescue, OD600, 48 h; response scale: 0% DMSO, 100% iron-clioquinol control; AID 1347071; also: potency is read from the fitted curve at half-maximal effect; nearly all actives have a fitted effect of over 55% in size
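Growth rescue measured by 600 nm absorbance after 48 h yeast culture at 30 C with compound. Values normalized between DMSO and an equimolar ferric chloride plus clioquinol control.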
CCT modulator: cytosolic chaperonin activity modulation | purified chaperonin ATPase assay, HTRF ADP detection, 30 min | activity change, % (concentration not given with the values), hits read low | actives 0.3% (n = 360,000); in the data active = activity change below about -30%; also: % is scaled to controls: 0 for no effect and ±100 for the full control effect
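TRiC at 40 or 20 nM final (batch-dependent) in 30 mM Tris pH 7.4, 100 mM KCl, 5 mM MgCl2, 1 mM DTT, with compound at single 76 uM and 10 uM ATP, 30 min at 37 deg C. ADP detected by HTRF Transcreener, 665/615 ratio.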
Nrf2 inh: Nrf2 pathway inhibition. A549 ARE-Fluc reporter, luciferase luminescence, 18-24 h. Potency, µM (top dose mostly 46 µM), inactives show at the top dose activity change, negative = inhibition, usual class: inhibitors. actives 2.1% (n = 360,000). AID 504444; also: potency is read from the fitted curve at half-maximal effect; % is scaled to controls: 0 for no effect and ±100 for the full control effect; nearly all actives have a fitted effect of over 60% in size
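Reporter: ARE-Fluc in A549. Exposure: 18-24 h, 37 °C, 5% CO2, 5% FBS OPTI-MEM. Readouts: fluorescent cytotoxicity (CellTiter-Fluor), then luminescent Nrf2 signal after BugLite.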
Akt phos inh: blocks phosphorylation of Akt. activity change, % for hits at 50 µM. actives 0.32% (n = 360,000). AID 651550. Neuro2A IGF-stimulated pAkt S473 HTRF, 20 min; stronger effect = lower value; in the data active = activity change below about -80%; inconclusive = mostly about -51% to -80%; also: % is scaled to controls: 0 for no effect and ±100 for the full control effect
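Single-point screen (50 µM final compound) in Neuro2A cells stimulated 20 min with 6 nM IGF at 37 deg C. After lysis, Ser473-phosphorylated Akt read by HTRF (ex 330 nm, em 615/665 nm) as the 665/615 ratio.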
A549 viability: A549 cytotoxicity, counter-screen for Nrf2 inhibitors; A549 ARE-Fluc cells, CellTiter-Fluor viability, 18-24 h; Potency, µM (doses to about 46 µM), for the others: at the top dose activity change, negative = cytotoxicity, most hits filed as inhibitors; actives 0.16% (n = 390,000); also: potency is read from the fitted curve at half-maximal effect; % is scaled to controls: 0 for no effect and ±100 for the full control effect
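Cytotoxicity counterscreen: CellTiter-Fluor fluorescence was measured in A549 ARE_Fluc cells after 18-24 h of compound exposure in a concentration series. The subsequent BugLite luminescent read reports ARE-luciferase activity.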
MmCpn inh: M. maripaludis TRiC chaperonin inhibition. purified Mm-Cpn ATPase, ADP Transcreener TR-FRET. Potency, µM (doses to about 76.9 µM), for inactives: at the top dose activity, negative = inhibition, usual class: inhibitors. actives 0.031% (n = 330,000). AID 504842; also: potency is read from the fitted curve at half-maximal effect; % is scaled to controls: 0 for no effect and ±100 for the full control effect; nearly all actives have a fitted effect of over 80% in size
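Purified archaeal Mm-CPN (25nM final) preincubated 10 min at 37degC with compound, then 10uM ATP for 30 min at 37degC; ADP measured by HTRF Transcreener TR-FRET; buffer 30 mM TRIS pH 7.4, 100mM KCl, 5mM MgCl2, 1mM DTT.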
HepG2 viability: counter-screen for TGF-b inhibitors: cytotoxicity in HepG2 cells | HepG2 CAGA-GFP viability, ATP luminescence, 18 h | Potency, µM (doses to about 46.1 µM), without a hit: at the top dose activity change, negative = cytotoxicity, usual class: cytotoxic | actives 0.76% (n = 410,000) | AID 588856; also: potency is read from the fitted curve at half-maximal effect; some results filed as inactive show a strong effect at the top dose
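HepG2 CAGA-GFP cells (1000/well, DMEM with 1% FBS) received compound, then TGF-beta at 500 pg/mL final, and were incubated 18 hours at 37 degrees C. Viability was read by CellTiter-Glo luminescence. Media-only wells were set as complete cell-killing and DMSO as no toxicity.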
Nrf2 activator: activators of Nrf2 (ARE) signaling; AREc32 ARE-luciferase reporter (MCF7-derived line), luminescence, 24 h; actives 0.31% (n = 410,000); Potency, µM (top dose mostly 46.1 µM), for the others: at the top dose activation, hits mostly activators; also: potency is read from the fitted curve at half-maximal effect; % of control where 0% means no effect; nearly all actives have a fitted effect of over 65% in size
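Steps: seed AREc32_Fluc cells (1000/well, 5% FBS OPTI-MEM); incubate overnight at 37 deg C; add 23 nL compound; incubate 24 hr; add Steady-Glo; hold 30 min RT; read luminescence.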
* hit, by the source's call; i = inactive; ? = inconclusive; . = not tested or not shown; & = joins results of further samples; [ ] = dose if it differs, or a comment. Unless noted, calls follow the shape of the dose curve; as a rule, active = well fitted curve in the direction sought with a large enough effect; inconclusive = small, poorly fitted or top-dose-only effect, or another doubt; inactive = no such curve, though single readings can be large; an effect the other way counts as inactive or inconclusive.

SMILES	TGFb inhibitor	Abeta yeast res	CCT modulator	Nrf2 inh	Akt phos inh	A549 viability	MmCpn inh	HepG2 viability	Nrf2 activator
CCN(CC)CCN(C(=O)C1=COCCO1)c1nc2cc(C)cc(C)c2s1	5%	-1%	-3.2	6%	i	1%	-18%	-35%	2.2%
COC(=O)C1=C(C(=O)OC)[C@@H]2N(Cc3ccccc3)c3ccccc3[C@@]23C[C@@H](C(=O)OC)N(C(=O)C2CCC2)C3=N1	3%	2%	1.5	-7%	i	4%	.	-4%	-0.6%
CC(=O)N1CCN(CC(=O)Nc2cc(S(=O)(=O)N3CCOCC3)ccc2C)CC1	-9%	-12%	-0.2	?	i	2%	4%	3%	2.4%
COc1ccc(Nc2nc(-c3cccs3)nc3ccccc23)cc1	-2%	-32%[inhibitor]	-3.1	?	i	-5%	-2%	1%	5.1%
COc1ccc(CN2C(=O)C(C)Oc3ccccc32)cc1 (stereo not drawn)	3%	3%	0.6	-11%	i	1%	2%	4%	3.0%
CCN(CC)C(=O)[C@H]1CC(CC(=O)NCc2ccc(OC)c(OC)c2)C(=O)N2CCc3c([nH]c4ccc(OC)cc34)[C@]12C (stereo partly drawn)	?	5%	-0.2	-1%	i	5%	-1%	-8%	4.3%
O=c1c2ccccc2c(C=NCCCN2CCOCC2)c(O)n1Cc1ccc2c(c1)OCO2	24%	2%	-38*	-1%	i	-2%	3%	-21%	-0.1%
COc1ccccc1NC(=O)Cn1c(SCC(=O)NCc2ccccc2)nc2ccccc21	-15%	-9%	.	.	.	0%	.	-13%	6.4%
Cc1ccc(NCC(=O)N=Nc2c(O)[nH]c3ccc([N+](=O)[O-])cc23)cc1	-25%	7%	-2.6	6%	i	4%	-3%	-35%	13%
CCOc1ccccc1-c1nnc(SCC(=O)NC2CC2)n1CC	-16%	15%	-0.8	1%	i	2%	0%	-1%	2.2%
Oc1ccccc1C=NNC(=S)Nc1ccc(F)cc1	0%	-45%[inhibitor]	1.2	29%	i	8%	.	-2%	19%
O=C(COc1ccccc1)NCc1nnc2c3ccccc3c(-c3ccccc3)nn12	?	-2%	-0.2	8%	i	0%	0%	-17%	-0.1%
Cc1cc(-c2n[nH]c(=S)n2/N=C/c2ccc(C)o2)n[nH]1	0%	-2%	-4.9	-2%	i	1%	1%	3%	0.6%
C1CCc2c(nc3nnnn3c2N2CCOCC2)C1	10%	13%	-0.6	-3%	i	-2%	-1%	5%	-0.8%
Cc1csc(=O)n1CCC(=O)OCC(=O)c1ccc(Br)cc1	-14%	2%	0.5	13%	i	-10%	-4%	10%	-0.2%
CCNC(=S)Nc1ccc(Cl)cc1Cl	?	24%	0.2	-9%	i	8%	-1%	-11%	-0.3%
CC1(C)CC(Cc2cccc(C(F)(F)F)c2)N(C(=O)OC(C)(C)C)C1 (stereo not drawn)	1%	-7%	1.8	.	i	.	.	-16%	-0.2%
Cc1c(Cl)cccc1NC(=O)COC(=O)c1ccc(CN2CCCC2=O)cc1	-11%	-9%	-0.1	8%	i	-1%	1%	-9%	0.0%
Cc1ccc(C(=O)NC23CC4CC(CC(C4)C2)C3)c(Cl)c1	2%	-16%	0.6	11%	i	-6%	-1%	6%	0.1%
NC(=O)c1ccccc1NC(=O)c1ccc2c(c1)OCO2	-4%	7%	-3.5	?	i	-6%	-1%	-50%	4.5%
CC(C)Nc1ncnc2c1ncn2[C@H]1CN(Cc2ccc(F)cc2)C[C@@H](CO)O1	6%	-3%	2.2	.	i	.	.	-26%	3.2%
COc1ccc(S(=O)(=O)Cc2ccc(C(=O)NCCc3cc(OC)ccc3OC)o2)cc1	-1%	16%	2.2	-9%	i	-2%	1%	-36%	0.3%
COC(=O)CCC(=O)c1oc2ccc(OC)cc2c1N	15%	1%	0.4	?	i	0%	-11%	11%	2.5%
CCOC(=O)c1c(-c2ccc(C)cc2)csc1NC(=S)NC(=O)c1ccccc1	-18%	5%	-0.4	-13%	i	-7%	0%	-30%	-0.2%
COc1ccc2oc(C(=O)OCC(=O)NCCc3ccccc3)c(C)c2c1	5%	14%	1.6	2%	i	-9%	-5%	9%	-0.2%

Reprinted from the part before: three entries, then new ones.
SMILES	TGFb inhibitor	Abeta yeast res	CCT modulator	Nrf2 inh	Akt phos inh	A549 viability	MmCpn inh	HepG2 viability	Nrf2 activator
COC(=O)CCC(=O)c1oc2ccc(OC)cc2c1N	15%	1%	0.4	?	i	0%	-11%	11%	2.5%
CCOC(=O)c1c(-c2ccc(C)cc2)csc1NC(=S)NC(=O)c1ccccc1	-18%	5%	-0.4	-13%	i	-7%	0%	-30%	-0.2%
COc1ccc2oc(C(=O)OCC(=O)NCCc3ccccc3)c(C)c2c1	5%	14%	1.6	2%	i	-9%	-5%	9%	-0.2%
CC(NC(=O)[C@H](C)NC(=O)c1ccco1)c1ccc(S(N)(=O)=O)cc1 (stereo partly drawn)	9%	6%	-2.3	-7%	i	5%	0%	-7%	0.2%
CSc1ccc(CN2CCCCCC2)cc1	25%	31%	-5.3	-9%	i	0%	-8%	8%	-0.3%
COC(=O)c1ccccc1-n1c(CCC(=O)O)ccc1-c1ccccc1	-11%&-11%	-4%&-7%	-5.3	0%&-32%	i	0%&-4%	0%	-20%&-21%	3.5%&4.8%
COc1ccc(-c2cc(C(=O)Nc3c(C)nn(Cc4ccc(F)cc4)c3C)no2)cc1OC	-11%	6%	.	-26%	.	-13%	.	-12%	-0.1%
CN(C)c1nnnn1Cc1ccccc1	0%	3%	-2.2	6%	i	3%	-1%	11%	-0.7%
Cc1ccc(Cc2nc3ccccc3nc2SCC(=O)N2CCN(c3ccccc3F)CC2)cc1	-3%	0%	.	.	.	7%	.	1%	-0.8%
Cn1c(Cn2nnc3ccccc32)nnc1SCC(=O)c1ccccc1F	-26%	-26%	-0.2	-5%	i	0%	-5%	6%	6.9%
Cc1nc2sc(C(c3ccc(Cl)cc3)N3CCN(c4ccccc4F)CC3)c(O)n2n1 (stereo not drawn)	-3%	-2%	-0.4	-16%	i	5%	0%	-31%	0.3%
COc1ccc(-c2cc(C(F)(F)F)nc(NCc3ccc(Cl)cc3)n2)cc1	?	-2%	.	-7%[9.27 µM]	.	-10%	.	-25%	0.3%
CCOC(=O)N1CCN(C(=O)c2ccc(OC)cc2)CC1	6%	-12%	0.6	2%	i	4%	3%	29%	-0.2%
CCOC(=O)c1sc2ccc(S(=O)(=O)N3CC(C)CC(C)C3)cc2c1N (stereo not drawn)	-12%	-2%	1.1	-18%	i	-3%	1%	2%	-0.6%
Cn1c(=O)cc(OCCCC(=O)NCc2ccccn2)c2ccccc21	1%	2%	-1.1	-17%	i	.	-2%	-20%	5.2%
O=C(COC(=O)c1cccnc1)NC1CCCc2ccccc21 (stereo not drawn)	2%	-11%	2.9	4%	i	-1%	-1%	1%	-0.7%
CCC(CC)c1nnc(NC(=O)CCS(=O)(=O)Cc2ccccc2)s1	-6%	-6%	-0.7	?	i	1%	1%	18%	15%
CC[n+]1ccc2cc(OC)c(OC)cc2c1Cc1ccc(OC)c(OC)c1	-26%	5%	-2.9	2%	i	1%	1%	-25%	-0.1%
C=CCC1(C)C(=O)N(c2ccccc2)c2ccccc21 (stereo not drawn)	14%	17%	3.6	-7%	i	3%	0%	-13%	-0.4%
COc1ccc(C)cc1NC(=O)CN1C(=O)COc2ccc(C)cc21	44%[activator]	5%	0.5	?	i	-8%	-4%	-8%	0.6%
CCC(=O)N(Cc1ccco1)Cc1cc2cc3c(cc2[nH]c1=O)OCO3	-18%	12%	-0.7	4%	i	4%	0%	11%	-0.7%
Cc1ccc(NC(=S)c2ccncc2)cc1	-1%	.	-1.7	-4%	i	-1%	0%	3%	-0.5%
CCN1CCN(C(=O)C(=O)c2cn(CC(=O)N3CCCCCC3)c3ccccc23)CC1	-5%	0%	2.5	-8%	i	-8%	-7%	0%	-0.2%
Cc1ccc(/C=N/NC(=O)c2ccc(Cn3cc([N+](=O)[O-])cn3)o2)cc1	-21%	-20%	-3.5	14%	i	0%	1%	-13%	0.2%
COc1ccc(OC)c(Nc2nc(N(C)c3ccccc3)nc(N)c2[N+](=O)[O-])c1	-36%	-3%	-0.1	-15%	i	-11%	0%	-14%	2.7%
Cc1[nH]c2ccccc2c1/C=N/NC(=O)c1cc(C(C)C)[nH]n1	17%	7%	-0.6	17%	i	-1%	-4%	3%	-0.4%
c1ccc(Nc2nc(N3CCCC3)nc(N3CCOCC3)n2)cc1	-8%	-6%	.	-23%	.	13%	.	-4%	5.2%
O=C(N[C@H](CO)c1ccccc1)[C@H]1O[C@@H](n2ccc(=O)[nH]c2=O)[C@H](O)[C@@H]1O	-4%	-10%	-0.3	.	i	.	.	-22%	-0.7%
OCC[C@@H]1C[C@@H](O)[C@H](O)[C@]2(CCCO2)O1	7%	-5%	0.5	10%	i	1%	.	1%	-0.6%
C=CCSc1nnc(NC(=O)CSCc2c(C)noc2C)s1	-7%	7%	0.3	1%	i	4%	0%	-4%	5.9%
CCCCn1cnc2c(SCc3ccc([N+](=O)[O-])cc3)nc(N)nc21	5%	2%	-1.8	-18%	i	6%	.	-2%	1.8%
